# High-throughput results: PubChem, Sanford-Burnham Center for Chemical Genomics
# ATG4B inhibitor = inhibitors of human ATG4B cysteine protease. actives 0.51% (n = 340,000). ATG4B cleavage of LC3-PLA2, NBD-HPC fluorescence, 1 h. inhibition, % at 8.33 µM. Q9Y4P1; in the data active means inhibition above about 40%
# Target sequence (Q9Y4P1 whole entry, looked up): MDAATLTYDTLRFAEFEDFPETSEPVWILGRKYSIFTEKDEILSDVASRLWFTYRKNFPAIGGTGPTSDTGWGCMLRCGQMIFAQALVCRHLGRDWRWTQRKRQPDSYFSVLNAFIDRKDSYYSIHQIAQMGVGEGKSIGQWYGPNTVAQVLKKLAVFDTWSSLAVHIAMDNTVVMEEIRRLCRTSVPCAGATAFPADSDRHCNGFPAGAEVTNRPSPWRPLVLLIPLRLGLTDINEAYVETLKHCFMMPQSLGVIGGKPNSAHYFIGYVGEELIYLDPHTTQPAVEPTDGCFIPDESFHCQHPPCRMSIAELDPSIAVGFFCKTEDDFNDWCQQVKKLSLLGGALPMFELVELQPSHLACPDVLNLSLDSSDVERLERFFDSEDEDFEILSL
# tim10-1 inh = growth inhibitors of tim10-1 mutant yeast | S. cerevisiae tim10-1 ts strain growth, BacTiter-Glo, 24 h | inhibition, % at 20 µM | actives 2.2% (n = 330,000);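 active means inhibition of at least 40%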;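 further: mutant grown at 25 °C; 0% = DMSO wells with yeast and 100% = wells holding no yeast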
# Apaf1 inhib = human Apaf-1 inhibition | O14727 | actives 0.71% (n = 330,000) | inhibition, % at 20 µM | reconstituted apoptosome caspase-3 activity, DEVD-Rh110 fluorescence; active means inhibition of at least 40% at 20 µM;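 further: plate controls were DMSO wells for no effect and DEVD-CHO caspase inhibitor wells for full effect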
#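 Material: cell-free apoptosome with Apaf-1, procaspase-3 and caspase-9; Buffer or medium: Hepes pH 7.5 with detergent and BSA; Reagent: cytochrome c trigger plus (Z-DEVD)2-Rh110 caspase-3 substrate; Times: compound with Apaf-1, dATP, procaspase-3 30 min, then 50 min reaction, room temperature; Technique: Rh110 fluorescence intensity.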
# TIM10 inh = growth inhibitors of TIM10 yeast strain | inhibition, % at 10 µM | S. cerevisiae TIM10 strain growth, BacTiter-Glo luminescence, 24 h | AID 463195 | actives 1.4% (n = 330,000);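 active means inhibition of 40% or more at the single tested concentration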;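 further: wild-type TIM10 isogenic control strain grown at permissive 25 °C; 0% = DMSO yeast wells and 100% = minimal medium wells without yeast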
# NLRP3 yeast inh = NALP3 inhibition in yeast. Yeast reconstituted NLRP3/ASC/caspase-1, beta-gal luminescence, 24 h. actives 0.39% (n = 330,000). AID 2825. inhibition, % at 10 µM;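 active means inhibition of 50% or more; inactive means inhibition below 50%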;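 further: plate controls were induced DMSO wells for no effect and uninduced yeast grown without galactose for full effect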
# mIAP activ = mouse IAP activation. activation factor at 10 µM. AID 2805. muIAP, CDP-Star luminescence, 30 min; stronger effect = higher value; 1 = vehicle-only enzyme signal, 0 = enzyme-free wells. actives 0.24% (n = 330,000);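 active means activation factor of at least 2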; further: the source names both 10 and 20 µM as test concentration; values of inactives mirror those of a sister screen read the other way
#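 Assay system: mouse IAP enzyme; reagent: chemiluminescent substrate CDP-Star; dosing: test compounds delivered from DMSO solution; schedule: 30 min at room temperature; measured by: luminescence from enzymatic CDP-Star hydrolysis; controls: DMSO-only wells and no-enzyme negative control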
# mIAP inh = mouse IAP inhibition; inhibition, % at 10 µM; actives 0.2% (n = 330,000); purified mouse IAP, CDP-Star luminescence, 30 min;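 active means inhibition of at least 40% at 10 µM in the primary screen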;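 further: plate controls were DMSO with enzyme for no effect and no enzyme wells for full effect; values of inactives mirror those of a sister screen read the other way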
# hIAP activ = increases human intestinal alkaline phosphatase activity | P09923 | purified human IAP, CDP-Star luminescence, 30 min; stronger effect = higher value; 1 = vehicle-only enzyme, 0 = enzyme-free background | activation factor at 10 µM | actives 0.16% (n = 330,000) | AID 2524;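 active means activation factor of the enzyme at least 2-fold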; further: the source names both 10 and 20 µM as test concentration; values of inactives mirror those of a sister screen read the other way
# Target sequence (P09923 whole entry, looked up): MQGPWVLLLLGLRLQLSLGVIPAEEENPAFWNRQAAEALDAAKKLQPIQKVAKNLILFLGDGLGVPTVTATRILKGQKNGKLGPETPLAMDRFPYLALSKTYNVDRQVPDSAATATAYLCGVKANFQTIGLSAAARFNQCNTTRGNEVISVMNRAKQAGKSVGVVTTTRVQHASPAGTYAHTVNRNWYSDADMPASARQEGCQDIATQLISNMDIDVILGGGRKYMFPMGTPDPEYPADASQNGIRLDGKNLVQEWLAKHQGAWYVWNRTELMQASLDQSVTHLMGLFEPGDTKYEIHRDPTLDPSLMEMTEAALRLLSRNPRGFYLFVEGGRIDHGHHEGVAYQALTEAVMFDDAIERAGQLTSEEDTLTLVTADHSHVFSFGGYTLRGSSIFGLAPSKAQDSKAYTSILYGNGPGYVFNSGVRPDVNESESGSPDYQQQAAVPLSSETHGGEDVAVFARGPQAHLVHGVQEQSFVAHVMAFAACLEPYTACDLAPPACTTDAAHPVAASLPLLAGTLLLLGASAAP
# hIAP block = blocks human intestinal alkaline phosphatase. P09923. purified IAP, CDP-Star luminescence, 30 min. inhibition, % at 10 µM. actives 0.12% (n = 330,000). AID 2544;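 active means inhibition reaching a set limit with compound at 10 µM in the primary screen, cut at about 35% in these data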;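 further: plate controls were DMSO wells with enzyme for no effect and no-enzyme buffer wells for full effect; values of inactives mirror those of a sister screen read the other way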
# Numbers without * were called inactive; / = no result given; & = joins results of further samples. This is a random part of the collection; 4.5% or so of the library scored in one or more.
SMILES,ATG4B inhibitor,tim10-1 inh,Apaf1 inhib,TIM10 inh,NLRP3 yeast inh,mIAP activ,mIAP inh,hIAP activ,hIAP block
COc1cc(-c2noc(C3CCCN(C(=O)c4c(F)cccc4F)C3)n2)cc(OC)c1OC (stereo not given),-6,27,9,5,11,0.96,4,0.97,3
c1ccc(-c2nc(SCc3nc4ccccc4[nH]3)c3oc4ccccc4c3n2)cc1,-13,23,0,19,-13,0.93,7,1.2,-20
Cc1csc(NC(=O)CSc2nnc(Cc3cccn3C)n2CCc2ccccc2)n1,10,2,3,0,4,0.91,9,1.1,-6
COc1cccc(-c2csc(N3CCN(C(=S)Nc4ccccc4C)CC3)n2)c1,-3,8,13,32,15,1.1,-6,1.1,-10
CC1CCc2nn(CC(=O)NCCCN3CCCC3=O)cc2C1 (stereo not given),-1,15,-8,-3,-8,0.95,4,1.2,-22
Cc1cccc(NCN2C(=O)c3ccccc3C2=O)c1,-1,-9,0,-9,-2,0.92,8,0.81,18
O=c1cnn(Cc2ccc(Cl)c(Cl)c2)c2ccccc12,-8,-24,-7,-30,17,1,-2,0.92,8
CCS(=O)(=O)Nc1cccc(C2=NN(S(=O)(=O)CC)C(c3cccs3)C2)c1 (stereo not given),-6,11,-15,5,14,0.96,4,1,0
COc1ccc(-c2cnn(-c3ccccc3)c2N)cc1OC,-6,15,2,11,0,0.99,1,0.97,3
O=C(COC(=O)C1CC2C=CC1C2)Nc1c(Br)cc([N+](=O)[O-])cc1Br (stereo not given),-5,11,8,19,0,0.99,1,0.95,5
O=C(CCN1C(=O)c2cccc3cccc(c23)C1=O)NC1CCS(=O)(=O)C1 (stereo not given),-1,12,-6,-2,-1,0.99,1,0.86,14
O=C(Nc1cc(S(=O)(=O)N2CCCCC2)ccc1O)c1ccccc1NS(=O)(=O)c1ccc(F)cc1,-3&-7,2,17,-11,7,1,-5,1,-4
Cc1ccccc1OCC(=O)OCC(=O)Nc1ccc(S(N)(=O)=O)cc1,-7,8,2,2,-5,0.91,9,0.93,7
CN(CCOC(=O)/C=C/c1ccccc1)C(C)(C)C,-3,13,-8,-2,-4,1.1,-8,0.9,10
Cc1cc(C)c(C(=O)N2CCCC(N3CCN(c4ccc(F)cc4)CC3)C2)o1 (stereo not given),1,17,12,1,14,1,-1,1,-2
CCN(C(=O)CSc1nnc2c3ccccc3n(CC)c2n1)C1CCS(=O)(=O)C1 (stereo not given),1,3,-10,8,0,0.95,5,1,-3
COc1ccc(NC2=C(c3ccc(OC)cc3)C(=O)c3ccccc32)cc1,-5,23,3,29,10,0.87,13,1,-4
COc1ccc(Nc2oc(COc3cccc(C)c3)nc2C#N)cc1,-16,20,29,19,9,1,-3,1.1,-11
Cc1cccc(N/N=C2/COC(C)(C)CC2=O)c1,5,11,-13,7,-1,0.96,4,0.9,10
Cc1ccc(C(=O)Nc2ccc(S(=O)(=O)N3CCOCC3)cc2)cc1,-2,24,9,12,9,0.91,9,0.83,16
Cc1ccc2c(c1)/C(=N/OS(=O)(=O)c1ccccc1)CCS2,11,28,5,9,8,1.1,-7,0.94,6
Cc1ccc(OCC(=O)Nc2cccc3ccccc23)c([N+](=O)[O-])n1,-6,6,-7,21,11,1,-3,1.1,-8
CC(C)c1nc(Cl)c(C#N)c2c1CSC(C)(C)C2,-3,25,12,-7,-27,0.83,17,1.1,-10
CCCc1c(C(=O)N/N=C/c2ccccc2C(F)(F)F)nnn1-c1nonc1N,-10,10,6,-11,0,0.89,11,0.99,1
CCCSc1cc(NCCOC(C)=O)c([N+](=O)[O-])c2nonc12,-10,-39,7,-36,21,0.95,4,0.95,5
Cc1cccn2c(=O)c3cc(C(=O)NC4CCCC4)c(=N)n(Cc4ccc(F)cc4)c3nc12,2,43*,26,13,7,0.85,15,0.95,5
CCn1ccnc1CNC(=O)CC1C(=O)NCCN1Cc1ccc(F)cc1Cl (stereo not given),17,3,-6,2,20,1.1,-6,1.1,-9
COc1ccccc1/C=C/C(=O)OCC(=O)N1c2ccccc2CC1C (stereo not given),-4,9,2,8,13,0.94,6,0.82,18
Cc1ccnc(N2C(=O)c3cccc4c([N+](=O)[O-])ccc(c34)C2=O)c1,-11,90*,4,90*,19,1,-2,0.86,14
Cc1csc(-c2cccnc2)n1,-2,-8,7,3,-15,1,-4,1,-4
O=C(c1cc(-c2ccc(F)cc2)nc2ccccc12)N1CCN(C2CCS(=O)(=O)C2)CC1 (stereo not given),-8,2,1,6,10,1,-2,0.99,1
COc1cc2nc(N(CCCN(C)C)C(=O)c3ccc(S(=O)(=O)N4CCc5ccccc54)cc3)sc2cc1OC,-16,16,36,1,6,0.95,5,1.2,-18
CC(CCc1ccccc1)NC(=O)c1cncc(Br)c1 (stereo not given),4,2,3,8,7,0.9,10,0.91,9
O=C(COC(=O)/C=C/c1ccc(F)cc1)Nc1nnc(-c2ccccc2)o1,-39,-27,14,-22,-20,1,0,1.1,-13
COc1cc(NC(=S)N2CCc3ccccc3C2)cc(OC)c1,-2,34,-3,38,15,0.94,6,1,-1
O=C(O)c1ccc(CSc2nnc(-c3ccncc3)n2CC2CCCO2)cc1 (stereo not given),-7,-2,0,-5,3,1,-3,1,-3
CN(CCCNC(=O)C1CCC(=O)N1Cc1ccc(F)cc1)c1ccccc1 (stereo not given),-7,16,2,-11,8,1.1,-10,0.72,28
CCCn1c(SCC(=O)N2CCCC(C)C2)nnc1-c1cccnc1 (stereo not given),-8,-3,-2,-30,18,0.94,6,0.91,9
CCCCC1=CC2=C(c3ccco3)C(=O)C(C)(OC(=O)c3ccc(OC)cc3)C(=O)C2=CN1C1CCCC1 (stereo not given),/,19,23,10,7,1,0,1.1,-5
CCCc1ccc(S(=O)(=O)N/N=C(/C)c2ccc3c(c2)OCO3)cc1,-6,35,6,14,20,1.1,-5,1,-4

# 4 of the entries above in order of their number in ATG4B inhibitor, lowest first.
structure,ATG4B inhibitor
O=c1cnn(Cc2ccc(Cl)c(Cl)c2)c2ccccc12,-8
O=C(O)c1ccc(CSc2nnc(-c3ccncc3)n2CC2CCCO2)cc1 (stereo not given),-7
COc1ccccc1/C=C/C(=O)OCC(=O)N1c2ccccc2CC1C (stereo not given),-4
Cc1ccc2c(c1)/C(=N/OS(=O)(=O)c1ccccc1)CCS2,11

# More records
SMILES,ATG4B inhibitor,tim10-1 inh,Apaf1 inhib,TIM10 inh,NLRP3 yeast inh,mIAP activ,mIAP inh,hIAP activ,hIAP block
O=Cc1c(Cl)cccc1Cl,-2,-1,-5,8,10,0.92,8,0.93,7
O=C(Cc1cccs1)NNC(=O)C12CC3CC(CC(C3)C1)C2,-7,9,-8,-2,11,0.94,6,1.1,-10
Cc1ccc(C(=O)Nc2ccc(OCc3ccccc3)cc2)cc1[N+](=O)[O-],-3,10,-6,0,1,0.98,2,1.1,-11
CCCCC(=O)Nc1nnc(S(=O)(=O)N(CC)c2ccccc2)s1,-10,9,8,8,0,0.97,3,0.89,11
Cc1onc(-c2ccccc2Cl)c1C(=O)Nc1cc(=O)n(C)c(=O)n1C,-4,-25,-4,-7,-2,1.1,-5,1.1,-11
CCOC(=O)c1cn(C2CC2)c2c(F)c(NCCCN(C)C)c(F)cc2c1=O,-2,20,2,10,-6,0.98,2,0.98,2
N/C(CC(=O)Nc1ccc(F)c(Cl)c1)=N\OC(=O)c1cccs1,-4,54*,0,81*,1,1.1,-6,0.91,10
CCOC(=O)/C=C1\NC(C)(C)Cc2cc(OC)c(OC)cc21,-11,7,2,5,5,1,-4,1.1,-6
CN1CCN(C(=O)CCS(=O)(=O)c2cc3c(cc2Cl)NC(=O)CO3)CC1,6,6,1,3,4,1.1,-5,1.2,-15
Cc1cc(C2(O)C(=O)Nc3ccccc32)ccc1F (stereo not given),1,-3,-2,10,7,0.94,6,0.99,1
O=C(CN(CCc1ccccc1)C(=O)CNS(=O)(=O)c1ccccc1)NCC1CCCO1 (stereo not given),-5,-5,2,2,6,1.1,-7,0.95,5
O=C(CN1CCCCCC1)Nc1ccc(Cl)cn1,0,13,-2,2,-2,0.98,2,1.1,-6
CC1=NN(c2ccc(Cl)cc2)C(=O)C1C(c1ccccc1O)c1c(C)[nH]n(-c2ccc(Cl)cc2)c1=O (stereo not given),38,39,97*,31,13,0.82,18,1.3,-28
COc1ccc(Br)cc1-c1nc2c(c(=O)[nH]c(=O)n2Cc2ccccc2)n1C,-14,2,15,-5,5,0.97,3,1,-5
Cc1ccc(Oc2nc3ccccc3n3c(C)nnc23)cc1,-12,13,-13,-10,8,0.95,5,1,-1
O=C(COc1ccc(-c2nnco2)cc1)N1CCN(S(=O)(=O)c2ccccc2)CC1,-11,4,11,-3,19,1,0,0.84,16
CCOC(=O)C1CCCN(c2c(N3CCN(C4CCCCC4)CC3)c(=O)c2=O)C1 (stereo not given),-2,-5,26,4,16,0.99,1,0.84,16
c1csc(-c2noc(CN3CCOCC3)n2)c1,-5,-3,-20,19,3,1,-1,1,-2
C/C(=N\NC(=S)NCc1ccccc1)c1ccc(C)o1,-1,36,-3,28,-7,0.86,14,1.2,-19
Cc1ccc(-n2c(=O)[nH]c3cc(C(=O)NC4CCN(Cc5ccccc5)CC4)ccc3c2=O)cc1,-15,3,9,0,3,0.96,4,1.2,-18

# Among those listed so far, these contain a cyano group:
SMILES,ATG4B inhibitor,tim10-1 inh,Apaf1 inhib,TIM10 inh,NLRP3 yeast inh,mIAP activ,mIAP inh,hIAP activ,hIAP block
COc1ccc(Nc2oc(COc3cccc(C)c3)nc2C#N)cc1,-16,20,29,19,9,1,-3,1.1,-11
CC(C)c1nc(Cl)c(C#N)c2c1CSC(C)(C)C2,-3,25,12,-7,-27,0.83,17,1.1,-10

# Other compounds follow.
SMILES,ATG4B inhibitor,tim10-1 inh,Apaf1 inhib,TIM10 inh,NLRP3 yeast inh,mIAP activ,mIAP inh,hIAP activ,hIAP block
CCC(=O)Nc1nnc(SCC(=O)c2ccc3c(c2)Cc2ccccc2-3)s1,-3,14,6,12,15,1,-1,0.85,15
Cc1ccc(C)c(OCCC(=O)OCC(=O)Nc2ccc(C)c(S(=O)(=O)N3CCCCC3)c2)c1,-10,17,18,-5,23,1.3,-35,0.94,6
c1ccc(-n2nnnc2NCCc2c[nH]c3ccccc23)cc1,-15,15,19,-3,8,1.1,-15,1.1,-7
C=CCSc1ncnc2sc(C)c(C)c12,24,7,-8,-14,-4,0.91,9,0.89,11
O=C(CCNS(=O)(=O)c1cccc2nsnc12)NCCc1ccccc1,-8,14,5,5,-4,1,-3,0.99,1
S=C(Nc1ccc(Br)cc1Cl)NC1CCN(Cc2ccccc2)CC1,-8,-27,9,-29,36,1.4,-43,0.93,7
Cc1cc(C)cc(-n2nnc(C(=O)NCc3ccc4c(c3)OCO4)c2N)c1,-11,5,16,7,27,0.88,12,0.91,9
CCN(CC)CCCN(Cc1cc2cc3c(cc2[nH]c1=O)OCCO3)C(=O)Nc1ccccc1,-5,24,-8,10,18,0.92,8,1.1,-11
CCN(CC)CC(=O)N1c2ccccc2Oc2c(c(=O)n(C)c(=O)n2C)C1c1cccc([N+](=O)[O-])c1 (stereo not given),0,-5,-22,10,17,0.97,3,1,-2
COc1ccc2c(c1)Cc1sc(NC(=O)c3cccs3)nc1-2,-3,-14,87*,-1,17,0.89,12,0.92,8
Cc1ccc(-c2nnc(OCc3cccnc3)c3ccccc23)cc1,-9,30,7,-14,24,0.94,6,0.95,5
Cc1ccc(S(=O)(=O)c2nnn3c2nc(N2CCCCC2)c2ccccc23)cc1,-6,-3,21,0,20,0.93,7,0.9,10
